Source: PubChem (several laboratories)
M5 ag: agonists of human muscarinic M5 receptor (CHRM5) | P08912 | CHO-K1 hM5 cells, Fluo-8 calcium fluorescence; 0% DMSO wells, 100% maximal acetylcholine response | 360,000 tested, 0.19% active | activation, % at 3 µM;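 active means activation above the run's mean over test compounds plus 3 SD, cut at about 23% in these data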;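 further: signal is peak over basal fluorescence ratio across the kinetic read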
CRFR2-BP antag: blocks CRF-induced signaling of the CRF-BP/CRF-R2 complex | HEK293 CRF-R2/CRF-BP, CRF-induced calcium fluorescence | inhibition, % at 11.8 µM | 350,000 tested, 0.59% active | AID 588475;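 active means inhibition of the ligand-induced calcium signal above about 50% at the single tested concentration, limit read from the data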
CHRM1 PAM: positive allosteric modulators of human M1 muscarinic receptor; 360,000 tested, 0.088% active; P11229; CHO-K1 hM1, Fluo-8 calcium fluorescence, ACh EC20; 0% = ACh EC20, 100% = maximal ACh; activation, % at 3 µM; in the data active means activation above about 19%, passing the limit was not always enough
Target sequence (P11229 whole entry, looked up): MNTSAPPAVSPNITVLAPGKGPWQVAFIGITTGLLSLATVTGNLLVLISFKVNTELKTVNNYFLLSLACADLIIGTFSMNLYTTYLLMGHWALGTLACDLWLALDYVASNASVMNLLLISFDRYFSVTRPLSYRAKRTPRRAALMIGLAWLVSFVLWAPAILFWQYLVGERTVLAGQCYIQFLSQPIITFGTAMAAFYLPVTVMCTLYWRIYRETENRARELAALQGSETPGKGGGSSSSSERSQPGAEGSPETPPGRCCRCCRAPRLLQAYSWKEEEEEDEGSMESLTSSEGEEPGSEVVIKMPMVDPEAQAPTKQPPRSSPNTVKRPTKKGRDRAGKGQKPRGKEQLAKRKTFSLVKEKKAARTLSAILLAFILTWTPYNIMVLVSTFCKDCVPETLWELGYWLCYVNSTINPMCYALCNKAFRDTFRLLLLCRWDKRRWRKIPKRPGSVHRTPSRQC
M4 antag: antagonists of human muscarinic M4 receptor (CHRM4); CHO-hM4 cells, ACh EC80, Fluo-8 calcium fluorescence; inhibition, % at 3 µM; 360,000 tested, 0.73% active; AID 624125; P08173;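 active means inhibition above its plate's cutoff, the mean inhibition of sample wells plus 3 SD, cut at about 27% in these data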;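 further: 0% = acetylcholine EC80 with DMSO and 100% = DMSO without agonist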
Target sequence (P08173 whole entry, looked up): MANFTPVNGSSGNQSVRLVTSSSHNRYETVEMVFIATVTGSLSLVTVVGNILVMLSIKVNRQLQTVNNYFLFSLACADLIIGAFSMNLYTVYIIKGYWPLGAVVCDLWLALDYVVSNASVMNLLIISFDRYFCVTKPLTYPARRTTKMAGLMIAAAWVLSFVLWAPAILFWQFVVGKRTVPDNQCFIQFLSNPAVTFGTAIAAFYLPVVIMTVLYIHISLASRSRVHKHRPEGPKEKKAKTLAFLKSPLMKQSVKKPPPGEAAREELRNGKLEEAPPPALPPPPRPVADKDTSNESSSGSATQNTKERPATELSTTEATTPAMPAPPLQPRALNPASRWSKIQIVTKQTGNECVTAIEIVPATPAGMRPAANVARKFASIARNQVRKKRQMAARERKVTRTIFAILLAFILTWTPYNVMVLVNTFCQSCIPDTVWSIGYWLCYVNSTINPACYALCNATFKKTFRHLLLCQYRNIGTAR
M5 antag: blocks acetylcholine activation of human M5 receptor; inhibition, % at 3 µM; P08912; 360,000 tested, 0.59% active; CHO-hM5 cells, Fluo-8 calcium fluorescence, ACh EC80;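 active means inhibition above a per-plate cutoff, the mean of that plate's test compounds plus 3 SD, cut at about 27% in these data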;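 further: 0% = acetylcholine EC80 with DMSO and 100% = DMSO without agonist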
CRFR2-BP ag: agonists of human CRF-binding protein/CRF-R2 receptor complex. HEK293 CRF-R2/CRF-BP, calcium dye fluorescence (FLIPR); percent of saturating CRF peptide response. activation, % at 13.2 µM. 350,000 tested, 0.46% active;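 active means activation of at least 50%, plus an integration ratio under a set limit after plate pattern correction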;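 further: plate controls were neutral control wells without compound for no effect and CRF at EC100 for full effect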
M4 ag: CHRM4 agonism in calcium assay | P08173 | CHO-K1 hM4/Gqi5, Fluo-8 calcium fluorescence; vehicle 0%, full acetylcholine response 100% | activation, % at 3 µM | 360,000 tested, 0.14% active | AID 624127;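 active means activation above the run mean over all test wells plus 3 SD, cut at about 32% in these data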;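 further: peak over basal fluorescence ratio per well then scaled between controls; 0% = DMSO wells and 100% = acetylcholine at EC100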
CHRM4 PAM: potentiates acetylcholine response at human M4 receptor; P08173; CHO-K1 hM4/Gqi5, Fluo-8 calcium fluorescence, ACh EC20; 0% = ACh EC20, 100% = maximal ACh; activation, % at 3 µM; 360,000 tested, 0.4% active;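 active means activation above its plate's cutoff, the mean activation of sample wells plus 3 SD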; further: some results filed as inactive read as strong as hits
M5 PAM: positive allosteric modulators of human muscarinic M5 receptor. P08912. CHO-K1 hM5, Fluo-8 calcium, ACh EC20 PAM; 0% = ACh EC20, 100% = ACh EC100. activation, % at 3 µM. 360,000 tested, 0.3% active;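 active means activation above the run cutoff, the mean activation of all test compounds plus 3 SD, cut at about 18% in these data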
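Assay system – human M5 receptor in CHO-K1 cells · Read-out – % activation, ACh-normalized · Technique – Fluo-8 calcium fluorescence · Dosing – single-point, 3 µM nominal · Incubation – Fluo-8 loading 80 min at 37 °C plus 30 min room temperature · Repeats – singlicate, one well per test compound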
* = called active by the depositor; . = no result given.

smiles,M5 ag,CRFR2-BP antag,CHRM1 PAM,M4 antag,M5 antag,CRFR2-BP ag,M4 ag,CHRM4 PAM,M5 PAM
Cc1ccc(NC(=O)CCl)c(C)c1,-3,23,7,3,11,-2.3,1,1,5
COc1cccc(NC(=O)CCP(C)(=O)O)c1,-4,0,1,3,-6,-1.2,-1,-8,-2
Cc1cccc(NC(=S)N(Cc2ccc(Cl)cc2)Cc2ccc(C(=O)O)cc2)c1,-3,-3,10,3,7,-1.7,0,-5,2
CCOc1cccc(=O)c2c(C)oc(C)c12,2,-16,21,-9,12,4.1,1,12,0
COc1ccc(NC(=O)CCCC(=O)c2ccccc2)c(OC)c1,1,-2,-1,-2,0,0.3,1,-3,-4
CCOC(=O)c1cccc(NC(=O)c2cc3sccc3n2C)c1,-2,9,-7,4,0,-1.2,2,-2,-6
O=C(Nc1c(C(=O)Nc2cccc(F)c2)oc2ccccc12)c1ccc2c(c1)OCO2,3,-13,4,-13,-8,-1.1,1,-2,3
COc1ccc(Cl)cc1NC(=O)c1cc(-c2ccccc2)on1,-2,-9,11,-3,7,0.7,0,2,4
CC1=C(C(=O)N2CCCC(C(=O)c3cccc(C(F)(F)F)c3)C2)OCCO1 (stereo not given),5,5,7,-7,-5,0.7,3,0,0
COCCNC(=O)C(c1ccc(F)cc1)N(C(=O)CCC(=O)Nc1nccs1)c1cccc(C)c1 (stereo not given),1,-18,4,5,7,-0.2,1,2,0
Cc1ccnc(NC(=O)CS(=O)(=O)Cc2ccccc2)c1,-4,22,3,-18,-10,-1.3,1,6,-4
COc1cccc(C(=O)N(C)CC2CCN(CCc3cccc(C(F)(F)F)c3)CC2)c1,-17,14,-16,12,13,-2.2,1,-12,-26
COC(=O)c1ccccc1NC(=O)CSc1ncccn1,-5,-2,-2,1,9,0.7,2,-15,-7
O=C(O)C1C2C=CC(C2)C1C(=O)Nc1cccc(C(F)(F)F)c1 (stereo not given),-1,9,12,1,0,-1.2,0,-5,1
CCCCCCCCc1nc(SC(C)C(=O)O)n[nH]1 (stereo not given),-3,-6,3,8,7,1.6,1,7,3
CN1CC(C(=O)Nc2ccc(F)c(Cl)c2)CC1=O (stereo not given),1,12,14,3,0,4.0,1,3,7
COCCNC(=O)C(c1ccc(C)o1)N(C(=O)C(=O)NC1CCCCC1)c1ccc(F)cc1 (stereo not given),3,2,13,-6,1,0.4,1,-1,6
O=C(N1CCCC1)C(F)(F)Oc1ccc(F)cc1,-2,1,14,0,-3,2.1,1,6,11
COC(=O)c1ccccc1NC(=O)CN1CCC(C)CC1,1,-15,2,-10,-8,0.7,-1,0,-1
COCCN(C(=O)Cc1ccc(OC)c(OC)c1)c1nc(-c2cc(OC)ccc2OC)cs1,-4,11,11,-9,13,1.1,0,-4,-3
Cc1ccc(CCNC(=O)C2CCC(=O)N(Cc3ccccc3F)C2)o1 (stereo not given),-5,8,5,-3,11,-0.3,0,3,1
CCOCCCNC(=O)c1cc2c(s1)-c1ccccc1SC2,-1,1,5,2,-2,1.0,0,-7,0
O=C(c1ccc(C(F)(F)F)cc1)C1CCCN(C(=O)CN2CCCC2=O)C1 (stereo not given),-7,0,1,-2,2,-1.4,2,7,-9
O=C(N1CCOCC1)C12CC3CC(C1)CC(C(=O)N1CCOCC1)(C3)C2,0,-13,8,-2,3,0.6,1,7,-1
CCC(SC1=Nc2ccccc2C2=NC(CC(C)C)C(=O)N12)C(=O)Nc1ccc2c(c1)OCO2 (stereo not given),1,5,4,1,4,-0.9,1,-2,-6
CCOc1ccc(CCNC(=O)C2CCCN(c3nn4c(=O)cc(C)nc4s3)C2)cc1OCC (stereo not given),-6,5,5,4,-2,-0.1,0,-3,4
CCOC(=O)C/C(C)=N/NC(=O)Nc1ccccc1,-3,-5,-1,-5,1,-1.6,1,-3,-1
COc1ccc(CCNS(=O)(=O)c2ccc3c(c2)n(C)c(=O)c(=O)n3C)cc1OC,-1,-9,-10,15,4,-1.1,0,-4,-6
CC1CCCCC12NC(=O)N(CC(=O)N1CCN(S(=O)(=O)c3ccc4c(c3)CCC4)CC1)C2=O (stereo not given),0,2,1,3,-2,-0.1,4,7,2
CC(C)CNS(=O)(=O)c1ccc(NC(=O)Cn2nc(-c3ccc(F)cc3)ccc2=O)cc1,-3,6,4,9,3,1.0,3,-4,-5
Cc1ccc(NC(=S)N/N=C/c2c(Cl)cccc2Cl)c(C)c1,-7,-61,-5,0,-5,-0.3,-1,-8,-5
CCN(c1ccccc1)S(=O)(=O)c1ccc2c(c1)C(C)(C)C(=O)N2C,1,30,6,-10,4,-5.6,4,1,-8
COc1ccccc1NS(=O)(=O)c1cccc(C(=O)OCC(=O)Nc2cc(C)on2)c1,3,-2,3,3,4,-1.4,7,-2,-9
Cc1cccc(-c2nnc3n2N=C(c2ccccc2)CS3)c1,-5,24,7,0,8,-0.3,3,5,-7
COc1ccc(C(=O)/C=C/c2cccs2)c(OC(=O)N2CCOCC2)c1,-3,6,6,-1,-8,-0.4,2,-5,3
Cc1ccc(/C=N\NC(=O)CCc2n[nH]c(=O)[nH]c2=O)o1,-2,4,11,11,9,-0.6,0,0,-2
CCCC1(C(=O)OCC)NC(c2ccc(OC)cc2OC)C2C(=O)N(c3ccc4c(c3)OCCO4)C(=O)C21 (stereo not given),-3,-1,1,2,-1,5.0,1,13,3
CC12CCC(C(=O)N(CC(O)CN3CCN(Cc4ccccc4)CC3)C1=O)C2(C)C (stereo not given),-9,-22,-10,2,14,-4.2,0,-7,-3
Cc1ccc(-n2ncc3c(SCc4ccccn4)ncnc32)c(C)c1,-7,24,10,-2,6,-2.6,2,10,-2
CC1Oc2ccccc2C=C1/C=N/NC(=O)[C@@H](C)NC(=O)OC(C)(C)C (stereo not given in full),1,1,4,1,2,-3.1,2,-9,-3
O=C(CNc1ccc(Br)cc1)Nc1ccc(S(=O)(=O)N2CCCC2)cc1,7,-18,0,3,-3,-1.2,18,0,-2
Cc1ccccc1C(=O)N(C)[C@H]1C[C@H]2c3[nH]c4ccccc4c3CCN2C[C@H]1[C@H](C)O,-2,.,4,-26,-2,.,5,4,0
CCNC(=O)NC(=O)COC(=O)CCCc1nc2ccccc2s1,2,-2,-4,2,17,-1.1,12,-13,-14
Cc1onc(-c2c(Cl)cccc2Cl)c1C(=O)N(C)Cc1ccccc1,-8,-11,-3,9,7,0.2,1,-4,0
O=C(COC(=O)C1(c2cccc(F)c2)CCCC1)NCc1ccc2c(c1)OCO2,-4,35,-4,1,13,-1.9,4,-9,-18
Clc1ccc2c(-c3ccccc3)nc(-c3cccs3)nc2c1,4,.,.,-7,0,.,0,10,-3
O=C(c1cccc([N+](=O)[O-])c1)N1CCN(c2cccc(Cl)c2)CC1,-3,18,-7,3,12,-2.1,3,-5,-10
Cc1ccnc(NC(=O)C2CCC(CNc3c(N4CCCC4)c(=O)c3=O)CC2)c1 (stereo not given),0,-4,5,-2,-4,2.8,1,5,4
O=C1C(=O)N(CCN2CCOCC2)C(c2ccccn2)/C1=C(/O)c1ccccc1 (stereo not given),-4,8,-4,-4,2,1.8,0,-3,3
COc1ccc(NC(=O)CN(C)C(=O)CCNS(=O)(=O)c2ccc(Br)cc2)cc1,0,0,0,2,-9,0.8,1,0,7

The last 3 compounds of the section before are carried over, then new ones follow:
smiles,M5 ag,CRFR2-BP antag,CHRM1 PAM,M4 antag,M5 antag,CRFR2-BP ag,M4 ag,CHRM4 PAM,M5 PAM
Cc1ccnc(NC(=O)C2CCC(CNc3c(N4CCCC4)c(=O)c3=O)CC2)c1 (stereo not given),0,-4,5,-2,-4,2.8,1,5,4
O=C1C(=O)N(CCN2CCOCC2)C(c2ccccn2)/C1=C(/O)c1ccccc1 (stereo not given),-4,8,-4,-4,2,1.8,0,-3,3
COc1ccc(NC(=O)CN(C)C(=O)CCNS(=O)(=O)c2ccc(Br)cc2)cc1,0,0,0,2,-9,0.8,1,0,7
O=C(Nc1ccc([N+](=O)[O-])cn1)c1cc(-c2cccc(Cl)c2)nc2ccccc12,-1,-78,-3,-4,2,-0.2,1,2,-5
CCCN(C)C1CN(Cc2cn(CCCC(=O)OC)nn2)S(=O)(=O)C1 (stereo not given),1,.,.,-5,1,.,0,1,3
O=C(NCc1cc2ccccc2[nH]1)C1CCC(=O)N(CCCN2CCCC2=O)C1 (stereo not given),-3,-3,9,-6,7,-2.0,1,5,-3
COCCOC(=O)C(C#N)c1nc2ccccc2nc1N1CCCC1 (stereo not given),-7,21,5,-3,0,-1.4,3,-4,-8
CSc1nc(N)c(C(=O)N(c2ccccc2)c2ccccc2)s1,-2,15,7,5,-3,-2.3,-1,-7,-4
O=C(c1ccc(-c2ccccc2)cc1)C1CCCN(C(=O)Cn2cncn2)C1 (stereo not given),-3,3,7,6,6,1.6,3,-6,1
CC[C@@H]1CC2=C(C(=O)OC(C)(C)O2)[C@H](c2ccc(F)cc2)O1,1,.,2,-6,-7,.,-1,3,-1
COc1ccc(Br)cc1C(=O)NCc1cccnc1,-6,-2,1,1,-3,-0.7,1,-1,-2
CN(C)CCn1ccc(O)c(Cc2ccc(Cl)cc2)c1=O,-5,4,20,5,7,-1.3,0,12,2
COC(=O)C1C(O)=C(C=Nc2cccc3ccccc23)C(=O)CC1(C)C (stereo not given),-3,-14,4,5,5,0.3,6,-8,2
Cc1ccc(C2CC(=O)C=C(NCC(C)C)C2)cc1 (stereo not given),-3,13,-7,11,9,0.8,0,-2,-6
COc1cc(C(c2c(C)[nH][nH]c2=O)c2c(C)[nH][nH]c2=O)cc(OC)c1OC,0,3,11,-1,6,-1.0,1,-4,6
Cc1cc(S(=O)(=O)N2CCN(CC(=O)N(C)Cc3ccccc3)CC2)ccc1Br,-1,-10,9,-6,4,0.2,6,2,-10
CCc1ccc2oc(-c3ccc(OC)cc3)cc(=Nc3c(C)n(C)n(-c4ccccc4)c3=O)c2c1,-11,-46,-22,-19,6,-2.0,7,-7,-19
O=C(Nc1cccnc1)C1CCCN1S(=O)(=O)c1ccc(Cl)c(Cl)c1 (stereo not given),3,4,3,-1,5,-1.5,3,-7,-11
CCCS(=O)(=O)NC(=O)C1(C)CCCN(C(=O)c2cc(C)nn2C(C)(C)C)C1 (stereo not given),1,.,1,-2,-5,.,1,10,1
O=C(CSc1nccn1Cc1ccco1)Nc1ccccc1C(F)(F)F,-4,-6,4,-1,-1,-0.5,1,7,1
CCCC1=C(C(=O)OCC)C(c2cc(Cl)cc(OC)c2OCc2ccccc2)NC(=O)N1 (stereo not given),4,-60,4,-13,-8,0.3,3,15,4
O=C(c1ccc(Cl)c(S(=O)(=O)N2CCCCCC2)c1)N1CCCCC1,9,-15,4,5,11,8.2,4,0,11
CCOC(=O)CC1(NC(=O)C2CCC(=O)N(Cc3ccccc3F)C2)CCCCC1 (stereo not given),-2,23,12,9,-6,-0.9,1,3,11
Cc1cccc(C(=O)NCCc2csc(C)n2)c1,-1,-16,-1,26,7,0.6,0,-12,-10
